Compound activity: PubChem, The Scripps Research Institute Molecular Screening Center
SRC3 TRFRET art: flags TR-FRET format artefacts in PPARgamma SRC-3 recruitment agonist screen; TR-FRET ratio at 8 µM; TR-FRET artefact counter-screen, PPARgamma/SRC-3 format; hits give high values; 99,000 tested, 0.39% active; AID 1048; in the data active means TR-FRET ratio above about 2000; further: inactives centre near 1600; reference of the scale not given here
SRC1 TRFRET art: counter-screen for PPARgamma SRC-1 recruitment agonists: TR-FRET artefact; 99,000 tested, 0.34% active; TR-FRET detection artefact counter-screen, emission ratio; hits give high values; TR-FRET ratio at 8 µM; in the data active means TR-FRET ratio above about 2300; further: inactives centre near 1800; reference of the scale not given here
Numbers without * were called inactive. Outcome played no part in choosing rows, and some 0.65% of all compounds hit somewhere here.

Sequence of screens: SRC3 TRFRET art, SRC1 TRFRET art
O=C(Cc1ccccc1)N/N=C/c1cc2c(cc1Cl)OCO2
    1509, 1769
CC1C(c2ccccc2)N(C)C(c2ccccc2)CC1(O)c1ccc(F)cc1 (stereo unspecified)
    1524, 1591
CC1(C)CN(c2cccc(C#N)c2)C1=O
    1606, 1828
COc1ccc(CC(=O)N2CCN=C2SC)cc1OC
    1577, 1647
O=C(Nc1ccc(Cc2ccncc2)cc1)c1cc([N+](=O)[O-])ccc1N1CCOCC1
    1323, 1720
Cc1ccc(-c2nc3c(c(=O)[nH]c(=O)n3Cc3ccccc3)n2Cc2ccccc2)o1
    1644, 2045
COc1ccc(CNC(=O)CC2Sc3ccccc3NC2=O)cc1 (stereo unspecified)
    1525, 1780
O=C(NCCOc1ccc(Cl)cc1)C(=O)NCC1CCCO1 (stereo unspecified)
    1738, 1554
CC1CN(C(=O)c2ccccc2Nc2ccc(SC(F)F)cc2)CC(C)O1 (stereo unspecified)
    1631, 2076
CCN(CCn1cccn1)C(=O)c1cc(COc2cccc3cccnc23)on1
    1790, 1886
O=C(O)c1ccc(Cl)c(S(=O)(=O)N2CCCCCC2)c1
    1770, 1782
Cc1cc(NCc2ccccc2)n2ncnc2n1
    1706, 1618
COc1ccc(CCNC(=O)C(=O)NCc2ccc(Cl)cc2)cc1OC
    1550, 1708
Cc1ccn2c(CNCCn3nc(C)cc3C)c(C(=O)N3CCCCCC3)nc2c1
    1503, 1873
O=C(O)CSc1ncnc2sc(-c3ccccc3)cc12
    1551, 1801

Further entries
Sequence of screens: SRC3 TRFRET art, SRC1 TRFRET art
COc1cccc(C2c3[nH]c4ccccc4c3CCN2Cc2cccn2-c2ncccn2)c1 (stereo unspecified)
    1486, 1657
CCN(CC)S(=O)(=O)c1ccc2c(c1)nc(CCC(=O)Nc1ccc3c(c1)OCO3)n2C
    1475, 1757
Cc1nn(-c2ccccc2)c(/N=C/c2ccc(O)cc2)c1-c1ccccc1
    1462, 1748
C=C1C(=O)[C@@]23[C@H](O)C[C@@H]4C(C)(C)CC[C@H](O)[C@@]4(C)[C@@H]2CC[C@@H]1[C@H]3O
    1338, 1531
O=C(Cn1cnc(Cl)c1Cl)c1ccccc1
    1697, 1766
O=C(c1ccccc1)N1CCN(c2ccc([N+](=O)[O-])c(NCc3cccnc3)c2)CC1
    1558, 1925
CCOC(=O)c1c(C)n(OCc2ccccc2)c2ccc3c(no[n+]3[O-])c12
    1500, 1495
COc1cc(CC(=O)OCC(=O)NC2CCCCC2)cc(OC)c1OC
    1417, 1817
CC(=O)C1=C(O)C(=O)N(CCC(=O)O)C1c1ccccc1[N+](=O)[O-] (stereo unspecified)
    1698, 1795
COc1ccc(/C=N\NC(=O)CNC(=O)C(c2ccccc2)c2ccccc2)cc1[N+](=O)[O-]
    1682, 1772
COc1ccccc1Nc1nnc(SCc2cc(=O)n3cc(C)ccc3n2)s1
    1594, 1846
CCCN1Cc2cccc(C(=O)Nc3ccc(CN4CCCC4)cc3)c2C1=O
    1644, 1794
CNC(=O)NC(=O)CSc1nc(-c2cccs2)c(C#N)c(=O)[nH]1
    2978*, 3256*
Cc1ccc(C2c3sc(=O)[nH]c3SC3C(=O)NC(=O)C32)cc1 (stereo unspecified)
    1306, 1639
NC(=O)c1ccc(NC(=O)Cn2c(=O)n(-c3ccccc3)c(=O)c3oc4ccccc4c32)cc1
    1695, 1989

Going on with the list:
Sequence of screens: SRC3 TRFRET art, SRC1 TRFRET art
Cc1c(C(=O)OCC(=O)Nc2c(C)n(C)n(-c3ccccc3)c2=O)oc2ccccc12
    1934, 1544
CCc1ccc(NC(=S)N(CCN2CCOCC2)Cc2ccccc2F)cc1
    1474, 1815
O=C(Nc1ccc(F)cc1)C1CCN(S(=O)(=O)c2cccs2)CC1
    1550, 1909
Cc1nn(CCOc2cccc(Br)c2)c(C)c1[N+](=O)[O-]
    1523, 1754
Cc1ccc(-c2nn(-c3cccc(F)c3)cc2CNCCc2ccncc2)o1
    1460, 1710
Cc1cccc2c(C(=O)Nn3cnnc3)cc(-c3ccccc3Cl)nc12
    1656, 1776
CC(=O)Nc1ccc(S(=O)(=O)C(C#N)c2nc3ccccc3nc2NCCN2CCOCC2)cc1 (stereo unspecified)
    1626, 2019
CC(=O)NC(=S)Nc1sc2c(c1C(N)=O)CCC(C)C2 (stereo unspecified)
    1647, 1897
S=c1nc(SCc2ccccc2)[nH]c2ccccc12
    2007, 2318*
CCOC(=O)CSc1ccc(C(=O)N2CCN(C)CC2)cc1[N+](=O)[O-]
    1686, 1991
O=C(CCc1nnc(COc2ccccc2)o1)NCCc1cccs1
    1716, 1637
Cc1cc(C)nc(NC(=O)c2ccc(COc3ccccc3Cl)cc2)c1
    1782, 1654
CCOc1ccc(-n2c(SCC(=O)Nc3ccc(Br)cc3)nc3n[nH]c(C)c3c2=N)cc1
    1690, 1979
Cc1cccc2cc(COC(=O)c3cccs3)c(=O)[nH]c12
    1461, 1846
O=C(Nc1ccc(F)cc1)c1cc(-c2ccccc2)no1
    1583, 1699

(listing goes on)
Sequence of screens: SRC3 TRFRET art, SRC1 TRFRET art
Cc1ccc(C)c2c1cc(C)c1nnc(SCC(=O)NCc3ccc4c(c3)OCO4)n12
    1600, 2010
COc1cc2c(C(=O)N3CCOCC3)c(CSc3ccccc3)n(C)c2cc1Br
    1813, 1874
C#CCOCCOCCOCCNc1nc(N2CCOCC2)nc(N2CCN(C(=O)[C@H]([C@@H](C)CC)n3cc([C@@H](N)Cc4ccc(O)cc4)nn3)CC2)n1
    1593, 1743
CCOC(=O)c1ccc(NC(=S)N2CCN(Cc3ccccc3)CC2)cc1
    1728, 1891
CC(C)(C)OC(=O)NCCCC[C@H](NC(=O)c1nc[nH]c1C(=O)N1CCN(C(=O)OC(C)(C)C)CC1)C(=O)OC(C)(C)C
    1805, 1830
COc1ccc(NC(=S)NCc2ccccn2)cc1OC
    1775, 1898
O=C(CCCCCNc1nc(=S)[nH]c2ccccc12)NCCc1ccccc1
    1560, 1968
Cc1c(C(=O)N2CCN(C)CC2)oc2ccc(S(=O)(=O)N3CCOCC3)cc12
    1405, 1896
CC(=Nc1cc(C(=O)c2ccccc2)ccc1N)C1=C(O)CC(C)(C)CC1=O
    1545, 1859
CCc1sc(C(=O)Nc2ccc(NC(C)=O)cc2)cc1C
    1606, 1942
O=C(Nc1nnc(-c2ccccc2Cl)o1)c1cc2cc([N+](=O)[O-])ccc2s1
    1802, 1862
COc1cccc(NC(=O)C(c2ccccc2)N2CCCC2)c1 (stereo unspecified)
    1423, 1707
O=C(NCCc1ccccc1)C(=O)Nc1ccc2c(c1)OCCO2
    1519, 1737
Cc1cccc2c1CC(C)(C)NC2=C(C#N)C#N
    1573, 1804
COCCN1C(=O)C(=O)/C(=C(/O)c2ccc(C)cc2)C1c1ccccn1 (stereo unspecified)
    1618, 1938

Additional entries.
Sequence of screens: SRC3 TRFRET art, SRC1 TRFRET art
N#C/C(C(=O)N1CCOCC1)=C1/SC(Cc2ccccc2Cl)C(=O)N1c1ccccc1 (stereo unspecified)
    1629, 2039
Cc1[nH]c2ccc(F)cc2c1CCN(Cc1cccnc1)C(=S)Nc1ccccc1
    1546, 1627
CCCCCC[n+]1c(-c2ccc(Cl)cc2Cl)csc1Nc1ccccc1
    1616, 1779
COc1cccc(-c2nnc3sc(-c4ccco4)nn23)c1
    1452, 1895
CC(=O)CCc1oc2ccc(C)cc2c1-c1ccc(C)o1
    1761, 1828
CCN(CC)c1ccc(/C=N/NC(=O)c2ccc(Br)o2)cc1
    1822, 2135
C=CCn1c(SCc2ccc(C(=O)Nc3nccs3)cc2)nnc1-c1ccc(C)c(Cl)c1
    1536, 1784
CCO[C@H]1OC(C(=O)Nc2ccccc2)=C[C@@H](C2CC2)[C@@H]1CCCO
    1658, 1730
CC1CCc2c(sc3ncnc(NCc4cccnc4)c23)C1 (stereo unspecified)
    1696, 1966
C/C(=N\NC(=O)NC1CCCCC1)c1ccc(OC(F)F)cc1OC(F)F
    1720, 1891
O=C(/C=C/c1ccccc1)Nc1cccc(C(=O)O)c1
    1370, 1606
CCOC(=O)C1(Cc2cccc(OC)c2)CCN(CC=C(C)C)CC1
    1616, 1909
Cn1cnnc1SCc1ccc(C(=O)N=Nc2c(O)n(C)c3ccccc23)cc1
    1751, 1595
CCN(CC(=O)Nc1ccc(NC(C)=O)cc1)C(=O)C(c1ccccc1)c1ccccc1
    1586, 1705
CCOc1ccc(N(CC)C(=O)c2nn(-c3ccc(OC)cc3)c(=O)c3c2c2ccccc2n3C)cc1
    1597, 1630

Retrieved one by one from the list above (three):
Sequence of screens: SRC3 TRFRET art, SRC1 TRFRET art
S=c1nc(SCc2ccccc2)[nH]c2ccccc12
    2007, 2318*
CCc1ccc(NC(=S)N(CCN2CCOCC2)Cc2ccccc2F)cc1
    1474, 1815
CC(=O)C1=C(O)C(=O)N(CCC(=O)O)C1c1ccccc1[N+](=O)[O-] (stereo unspecified)
    1698, 1795

Next section:
Sequence of screens: SRC3 TRFRET art, SRC1 TRFRET art
CCO[C@@H]1OC(C(=O)NCc2ccccc2)=C[C@H](C2CC2)[C@H]1CCCO
    1764, 1736
O=C(CCc1nnc(C2(c3ccc(Cl)cc3)CCC2)o1)NC1CC1
    1601, 1739
Cc1cc(=O)oc2cc(OCC(=O)OCC(=O)Nc3c(C)n(C)n(-c4ccccc4)c3=O)ccc12
    1576, 1621
O=C(O)/C=C/c1ccc2c(-c3ccccc3)onc2c1
    1768, 1733
COc1ccccc1C(C)NC(=O)CCOc1cccc(C)c1 (stereo unspecified)
    1644, 1833
COc1ccc(Cl)cc1NC(=S)NCCSc1ccc(C)cc1
    1477, 1800
CN(CCNC(=O)c1ccc(/C=N/O)nc1)Cc1ccccc1
    1630, 2017
O=C(Nc1ccc([N+](=O)[O-])cn1)C1CCCCC1
    1633, 1794
COc1ccccc1NS(=O)(=O)c1cc(NC(=O)CNC(=O)c2ccccc2)ccc1C
    1480, 1660
Cc1cccc(NC(=O)c2onc3c2CCCC3)n1
    1397, 1496
Cc1csc(C(=O)O)c1-c1c(C)csc1C(=O)O
    1516, 1626
CC(C)CNS(=O)(=O)c1ccc(CCC(=O)N2CCC(C(N)=O)CC2)cc1
    1411, 1850
C#C[C@]1(O)CC[C@H]2[C@@H]3CCc4cc(OC)ccc4[C@H]3CC[C@@]21C
    1573, 1634
CCCC(=O)Nc1ccc(C(=O)N/N=C/c2ccc([N+](=O)[O-])o2)cc1
    1795, 1993
COc1ccc(NC(=O)CNS(=O)(=O)c2ccc(Cl)cc2)cc1OC
    1496, 1658

Next section:
Sequence of screens: SRC3 TRFRET art, SRC1 TRFRET art
Cc1nc2cc(NS(=O)(=O)c3cccc(F)c3)ccc2s1
    1660, 2050
O=C(NCCN1CCCC1)c1cccc(Cl)c1
    1462, 1698
Cc1oc(CC(C)C)cc1C(N)=O
    1607, 2038
O=C(CSCc1ccccc1Br)N/N=C/c1ccc(OCC(=O)N2CCCCC2)cc1
    1570, 1617
CN1CC(=O)N(CC(=O)Nc2ccc3c(c2)CCC3)C1=O
    1483, 1641
CCCCCN(C(=O)CCCSc1nncs1)c1c(N)n(CCCC)c(=O)[nH]c1=O
    1678, 1626
CCOC(=O)N1CCN(C(=S)NC(=O)c2ccnn2C)CC1
    1459, 1930
COc1cc(C(c2sc3nc(C)nn3c2O)N2CCc3ccccc3C2)cc(OC)c1OC (stereo unspecified)
    1519, 1733
CCOc1ccc(Br)cc1S(=O)(=O)N1CCC(C(N)=O)CC1
    1717, 1872
COc1ccc(C(NC(=O)c2ccc(=O)[nH]c2)C(=O)Nc2ccc(C(C)C)cc2)cc1 (stereo unspecified)
    1629, 1749
CCC(C)(C)NC(=O)C(c1cccc(OC)c1OC)N(CCC(C)C)C(=O)CCC(=O)Nc1cc(C)on1 (stereo unspecified)
    1735, 1936
CCN(CC)S(=O)(=O)c1ccc(N/N=C(\C)c2ccc3c(c2)OCO3)c([N+](=O)[O-])c1
    1451, 2185
COCCNC(=O)c1cccc(Nc2nc(-c3ccccc3)c3cc(Cl)ccc3n2)c1
    1711, 1652
COc1ccccc1N1CC(C(=O)Nc2nnc(SCc3ccccn3)s2)CC1=O (stereo unspecified)
    1500, 1788
COc1ccc(-c2cc(=O)oc3cc(OC(=O)C4CCCCC4)ccc23)cc1
    1643, 1928

Following part
Sequence of screens: SRC3 TRFRET art, SRC1 TRFRET art
COc1ccc2ccccc2c1CN1CCCC(CO)C1 (stereo unspecified)
    1493, 1650
C[C@H](CO)NC(=O)[C@H](C)[C@@H]1C[C@@]1(C)[C@@H](NC(=O)OCc1ccccc1)c1ccccc1
    1397, 1793
Cc1ccc(S(=O)(=O)N2CCCC2C(=O)NCCc2ccccc2)cc1 (stereo unspecified)
    1552, 1874
C/C(CCN1CCc2nc(-c3ccccc3)c(-c3ccccc3)cc2C1)=N\O[C@H](C)c1cn([C@H](CO)Cc2ccccc2)nn1
    1654, 1681

An excerpt from above in order of SMILES length, largest number first:
Sequence of screens: SRC3 TRFRET art, SRC1 TRFRET art
C/C(CCN1CCc2nc(-c3ccccc3)c(-c3ccccc3)cc2C1)=N\O[C@H](C)c1cn([C@H](CO)Cc2ccccc2)nn1
    1654, 1681
COc1ccc(-c2cc(=O)oc3cc(OC(=O)C4CCCCC4)ccc23)cc1
    1643, 1928
Cc1ccc(S(=O)(=O)N2CCCC2C(=O)NCCc2ccccc2)cc1 (stereo unspecified)
    1552, 1874
COc1ccc2ccccc2c1CN1CCCC(CO)C1 (stereo unspecified)
    1493, 1650
